Bioassay records as filed in PubChem.
Rat MKP-3 inhibitors – MKP-3 phosphatase inhibitors, primary screen, biochemical, rat enzyme, in vitro (AID 425). one-dose inhibition, % at 20 µM; IC50 in µM for titrated hits. recombinant MKP-3 phosphatase activity, fluorescence; higher % means a stronger effect. actives 0.17% (n = 110,000). Dual specificity protein phosphatase 6 (Rattus norvegicus); in the data active means inhibition above about 50%;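 further: plate controls were vehicle for no effect and reference inhibitor for full effect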
Hsp70 inhibitors – Hsp70 inhibitors, probe displacement, primary screen, biochemical, fluorescence polarization (AID 583) | Heat shock 70 kDa protein 1A (Homo sapiens) | Hsp70 fluorescence polarization probe displacement, mP; higher % means a stronger effect | displacement, % at 20 µM, or IC50 in µM where a hit was titrated | actives 0.06% (n = 140,000); in the data active means displacement above about 50%;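 further: plate controls were vehicle for no effect and reference ligand for full effect; a part of the inactive calls stands beside numbers as strong as those of hits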
* marks the source's active call; other numbers are inactive results; · = not tested or not shown; & = joins results of further samples. Not all compounds are listed, so the mix of outcomes need not match the whole.

The opening three entries (preview)
SMILES | Rat MKP-3 inhibitors | Hsp70 inhibitors
CCOc1ccc(Nc2nc(NCCN3CCOCC3)nc(OC)n2)cc1 | 8% | 0.4%
COc1ccc(OCCSc2nc(N)cc(N)n2)cc1 | · | 1.8%
Cc1cc2nc(-c3cc(NC(=S)NC(=O)c4ccccc4Cl)ccc3Cl)oc2cc1C | 5% | -5.4%

The listing, from the start:
SMILES | Rat MKP-3 inhibitors | Hsp70 inhibitors
CCOc1ccc(Nc2nc(NCCN3CCOCC3)nc(OC)n2)cc1 | 8% | 0.4%
COc1ccc(OCCSc2nc(N)cc(N)n2)cc1 | · | 1.8%
Cc1cc2nc(-c3cc(NC(=S)NC(=O)c4ccccc4Cl)ccc3Cl)oc2cc1C | 5% | -5.4%
C/C(=N\NC(=O)CC1N=C(Cc2ccccc2)NNC1=O)c1ccc(C)cc1 (stereo not drawn) | · | -4.5%
CC1CN(S(=O)(=O)c2ccc(Cl)c(S(=O)(=O)N3CC(C)OC(C)C3)c2)CC(C)O1 (stereo not drawn) | -7% | -1.6%
Cn1ccnc1SCc1cn2ccccc2n1 | 9% | 4.0%
C[C@H]1O[C@H]1P(=O)(O)O | · | 3.9%
CC(=O)N1C(=O)/C(=C2\C=C(c3ccccc3)OC2=O)c2ccccc21 | 3% | -6.7%
O=C(CCNc1n[nH]c(=O)[nH]c1=O)N1CCOCC1 | -13% | -1.3%
COc1ccccc1C(=O)NCC(c1cccnc1)N(C)C (stereo not drawn) | -8% | -4.1%

Entries of single compounds from above:
`C[C@H]1O[C@H]1P(=O)(O)O` across the screens: Rat MKP-3 inhibitors = ·; Hsp70 inhibitors = 3.9%
`Cc1cc2nc(-c3cc(NC(=S)NC(=O)c4ccccc4Cl)ccc3Cl)oc2cc1C` across the screens: Rat MKP-3 inhibitors = 5%; Hsp70 inhibitors = -5.4%

(more compounds)
SMILES | Rat MKP-3 inhibitors | Hsp70 inhibitors
CCOC(=O)CN1C(c2cc(OC)c(OC)c(OC)c2)=Nc2ccc(Br)cc2C1c1ccccc1 (stereo not drawn) | 1% | -5.0%
C=CCN1C(=O)/C(=C\c2ccc(OCC(=O)O)cc2)C(=O)NC1=S | 7% | 0.4%
COc1ccc2cc(C#N)c(NC(C)C)nc2c1 | -2% | -4.4%
CCn1c(SCC(=O)Nc2nc3ccccc3s2)nnc1-c1ccc(OC)cc1 | -11% | -0.7%
O=C1CCCCCN1Sc1ccccc1 | -3% | -5.5%
COc1cc(NC(=O)/C=C/c2ccc(C(C)C)cc2)c(OC)cc1Cl | 6% | 3.2%
O=C(NC1CCCCC1)N1CCc2ccccc21 | -15% | 3.1%
C=CCN(CC=C)C(=S)Nc1ccc2nc(-c3ccccc3)c(-c3ccccc3)nc2c1 | 4% | -0.3%
CCOc1ccc(C(=O)N(CN2CCCC2=O)c2ccccc2)cc1 | 5% | 0.4%
Clc1ccccc1OCc1nnc(-c2ccccc2Br)o1 | -19% | -3.8%
CCCN(Cc1cc2cc(C)ccc2[nH]c1=O)S(C)(=O)=O | 0% | -0.3%
Oc1c(-c2cc(-c3ccco3)[nH]n2)ccc2ccccc12 | 2% | 1.4%
CCn1c(=O)c2c3c(sc2n2cnnc12)CCC3 | · | -3.3%
C=CCNC(=O)C(=O)NCc1ccccn1 | -1% | 2.4%
COc1cc(C=C2C(=O)NC(=S)NC2=O)ccc1OCc1ccc(C(=O)O)cc1 | 3% | 4.9%
CCN(CC)c1nc2cc(OC)ccc2cc1C#N | 0% | -0.3%
Cc1cc(CN2C(=O)c3ccccc3C2=O)cc(N2CCOCC2)c1 | -8% | -2.1%
COCCn1nnnc1C(c1ccccc1)N1CCN(Cc2ccc3c(c2)OCO3)CC1 (stereo not drawn) | 3% | 3.7%
O=C(CSc1ncn[nH]1)NC1CC2CCC1C2 (stereo not drawn) | -6% | -2.6%
N#Cc1cc2sc3nnc(-c4ccncc4)n3c2cc1C#N | 0% | -3.2%
COC(=O)[C@H](Cc1ccccc1)NC(=O)NCc1ccc(S(N)(=O)=O)cc1 | 0% | -6.7%
CCCCCCc1cc2cc(-c3nnc(-c4ccccc4O)o3)c(=O)oc2cc1O | 7% | -59%
COc1ccccc1CNC(=O)C(=O)Nc1cccc(C(F)(F)F)c1 | 0% | -8.7%
O=C(COc1ccccc1)Nc1ccccc1I | 1% | -3.2%
C=CCN1C(=O)NC(=O)/C(=C\c2ccc(OCc3ccccc3Cl)c(OC)c2)C1=O | -3% | 3.3%
Cc1c(NC(=O)c2ccc(F)c(S(=O)(=O)N3CCOCC3)c2)c(=O)n(-c2ccccc2)n1C | · | 4.8%
CCn1c2ccccc2c2cc(C#N)c(N)nc21 | 0% | -5.7%
COc1ccc(CC(=O)Nc2ccc(S(=O)(=O)NC(C)C)cc2)cc1 | · | -2.9%
COc1ccc(/C=N/n2c(=O)[nH]c3c([nH]c4ccc(C)cc43)c2=O)cc1CN1CCOCC1 | -6% | -3.0%
CC(C)(C)c1cc(CN2CCN(CCN)CC2)cc(C(C)(C)C)c1O | -3% | 2.8%
Cc1c(C(=O)O/N=C(\N)Cc2ccc(Cl)cc2Cl)cccc1[N+](=O)[O-] | 2% | -0.4%
COc1ccc(C(=O)OCC(=O)Nc2ccc(F)cc2F)cc1OC | · | -1.3%
Cc1c(N=Cc2cccnc2)c(=O)n(-c2ccccc2)n1C | · | 7.1%
O=C(Nc1ccc2c(c1)OCO2)c1cc2n(n1)C(C(F)(F)F)CC(c1ccccc1)N2 (stereo not drawn) | 2% | 3.5%
O=C1c2cccc3cccc(c23)C(=O)N1CCC(=O)n1nnc2ccccc21 | 2% | -0.2%
O=C(NC(Cc1ccccc1)C(=O)O)/C(=C\c1ccc2c(c1)OCO2)NC(=O)c1ccco1 (stereo not drawn) | 5% | 4.2%
CCOc1ccc2c(c1)C(c1ccccc1C(F)(F)F)CC(=O)N2 (stereo not drawn) | 0% | -1.0%
Cc1ccc(-c2nn(Cc3ccccc3)cc2/C=C/C(=O)O)cc1 | · | 8.1%
O=C(Nc1nc2c(s1)CCCC2)c1cccnc1 | -4% | 3.1%
O=C(NCc1ccccc1)c1ccc(S(=O)(=O)N2CCCc3ccccc32)cc1 | · | -1.5%
CC1CN(Cc2cc(=O)n3ccsc3n2)CC(C)O1 (stereo not drawn) | -6% | 1.3%
COc1cc(-c2nnc3sc(Cc4ccc(Cl)cc4)nn23)cc(OC)c1OC | -8% | 2.9%
O=S(=O)(c1ccccc1)N1CCN(S(=O)(=O)c2ccccc2)C1 | -6% | -3.0%
Cc1ccc(NC(=O)Cc2nc3ccccc3n2CCC#N)cc1 | 0% | -0.2%
O=C(Nc1ccccc1)N(CCN1CCOCC1)Cc1ccccc1F | 3% | -0.4%
COc1ccc(-n2nc3cc(C)c(NC(=O)COc4ccc(C)c(C)c4)cc3n2)cc1 | -2% | -4.2%
O=C(c1ccccc1S(=O)(=O)NCC(O)COc1ccc([N+](=O)[O-])cc1)N1CCCCC1 (stereo not drawn) | · | -1.3%
O=C(COC(=O)c1ccccc1)c1ccc2c(c1)OCCO2 | 1% | 1.3%
O=S(=O)(NCCc1ccncc1)c1cc(Br)ccc1F | 1% | -2.0%
Clc1cccc(CNc2nnnn2-c2ccccc2)c1 | · | -0.2%

New compounds follow
SMILES | Rat MKP-3 inhibitors | Hsp70 inhibitors
CCOc1cc(S(=O)(=O)NC2CCCCCC2)ccc1F | -11% | -2.5%
CCOc1ccc(C=C2C(=O)NC(=O)NC2=O)cc1OCC | 4% | -5.5%
CCOC(=O)Nc1ccc(NC(=O)OCC)cc1 | · | 6.4%
O=C(NCCCNc1ccc(C(F)(F)F)cc1[N+](=O)[O-])c1ccc(Cl)cc1 | -1% | 4.1%
Cc1cc(NS(=O)(=O)c2cccs2)no1 | 0% | 5.5%
Clc1ccc(OCCn2cnc3ccccc32)cc1 | -6% | -0.3%
COCCn1c(SCc2cnc(-c3ccccc3)s2)nnc1-c1ccncc1 | -7% | -1.5%
COc1cccc(NC(=O)CN(c2cccc(F)c2)S(C)(=O)=O)c1 | 2% | 3.2%
CN1CCN(C2=C(Cl)C(=O)N(CCc3ccccc3)C2=O)CC1 | -6% | 6.2%
COC(=O)c1nc2n(n1)C(c1ccc(OC)c(OC)c1)C(C(=O)OC1CCCCC1)=C(C)N2 (stereo not drawn) | -5% | ·
O=C(c1cccnc1)N(Cc1ccccc1)c1ccccc1 | 1% | 1.5%
O=C(Cn1c(=O)n(CCCC(=O)NC2CCCC2)c(=O)c2ccccc21)NCCC1=CCCCC1 | -3% | 2.2%
CCCSc1nnc(NC(=O)c2nc(SC)ncc2Cl)s1 | · | 0.4%
Cc1ccc(Cl)cc1NC(=O)C1CC(=O)N(c2cccc([N+](=O)[O-])c2)C1 (stereo not drawn) | 1% | -3.2%
CCOCCCNC(=O)CC1Oc2ccc(C)cc2NC1=O (stereo not drawn) | -2% | -3.9%
Cc1ccnc(NC(=O)CCCOc2cc(=O)n(C)c3ccccc23)c1 | -9% | 0.1%
COc1ccc(-c2nc(NC(=O)c3ccco3)sc2-c2ccc([N+](=O)[O-])cc2)cc1 | 0% | 0.0%
Cc1cc(NC(=O)CCC2COc3ccccc3O2)no1 (stereo not drawn) | -15% | 1.5%
COc1ccc(C(=O)N2CCN(C(c3ccccc3)c3ccccc3)CC2)cc1OC | 0% | -0.2%
CC(C)(O)C#Cc1ccc(C(=O)N2CCN(C(=O)c3ccco3)CC2)cc1 | -6% | 1.9%
Cc1cc(=O)oc(C)c1C(=O)NCC1CCCO1 (stereo not drawn) | -5% | 2.7%
CCOC(=O)c1ccc(NC(=O)CN(c2ccc(F)cc2)S(=O)(=O)c2ccccc2)cc1 | 3% | 0.9%
O=C(Nc1ccccc1)c1ccccc1OCC(O)CN(Cc1ccccc1)Cc1ccccc1 (stereo not drawn) | 6% | 2.3%
Cc1ccc(S(=O)(=O)Nc2nonc2C)cc1 | 3% | -0.6%
COC(=O)c1ccc(-n2c(C)cc(/C=C3\C(=O)NC(=O)N(c4ccc(OC)cc4)C3=O)c2C)cc1 | -2% | 2.4%
O=C(c1nn2c(c1Cl)NC(c1cccs1)CC2C(F)(F)F)N(Cc1ccccc1)Cc1ccccc1 (stereo not drawn) | 2% | -3.3%
Cc1cc(C)c(N2C(=O)c3ccc(-c4nc5ccccc5c(=O)o4)cc3C2=O)c(C)c1 | -2% | 2.1%
O=C(OCCC1(c2ccccc2)C(=O)c2ccccc2C1=O)c1ccc(Cl)cc1 | 5% | 2.2%
CCS(=O)(=O)N1CCCC(C(=O)N2CCc3ccccc3C2)C1 (stereo not drawn) | -7% | 0.4%
O=C(CCCCCN1C(=O)c2ccccc2C1=O)Nc1ccccc1 | · | -4.1%

Some of the entries so far, with two lines to a compound:
Screens in order – Rat MKP-3 inhibitors, Hsp70 inhibitors
Cc1cc(=O)oc(C)c1C(=O)NCC1CCCO1 (stereo not drawn)
    -5%, 2.7%
CCOC(=O)c1ccc(NC(=O)CN(c2ccc(F)cc2)S(=O)(=O)c2ccccc2)cc1
    3%, 0.9%
O=C(Nc1ccccc1)c1ccccc1OCC(O)CN(Cc1ccccc1)Cc1ccccc1 (stereo not drawn)
    6%, 2.3%
Cc1ccc(S(=O)(=O)Nc2nonc2C)cc1
    3%, -0.6%

(cont.)
SMILES | Rat MKP-3 inhibitors | Hsp70 inhibitors
O=C(/C=C/c1ccc2c(c1)OCO2)Nc1ccc2ccccc2c1 | 4% | -3.8%
CN(CCO)c1nc(-c2ccccc2)c2cc(Cl)ccc2n1 | 5% | -2.1%
CC(=C/c1ccccc1)/C=N/NC(=O)c1ccccn1 | 0% | 4.9%
O=C(NCCCN1CCOCC1)[C@@H]1CSC2c3ccccc3C(=O)N21 (stereo partly drawn) | 4% | 1.9%
O=C(Nc1cccc(S(=O)(=O)c2cccc(NC(=O)C(F)(F)F)c2)c1)C(F)(F)F | -1% | 7.6%
CCN1CCN(C(c2cccs2)C(C)NC(=O)c2ccccc2)CC1 (stereo not drawn) | -1% | -0.1%
O=c1oc(/C=C/c2ccco2)nc2sc3c(c12)CCC3 | 2% | -2.3%&-66%
COc1ccc(Cc2nc(N)nc(N)n2)cc1 | · | -0.8%
COc1ccc(C(=O)Nc2ccccc2)cc1NC(=O)c1cccc(F)c1 | 4% | -3.9%
N#Cc1cnc(Nc2ccc(Cl)cc2)c(C#N)c1Nc1ccccc1 | 2% | 0.1%
CCOc1ccc2nc(NC(=O)C3CCN(c4cnccn4)CC3)sc2c1 | 0% | -2.7%
Cc1cc(C)c2c(N)c(C(=O)NCC3CCCCC3)sc2n1 | · | 2.9%
O=C(NCCCn1ccnc1)C1c2ccccc2Oc2ccccc21 | -1% | -4.4%
CCN(CC)Cc1csc(C(N)=O)c1 | -7% | -1.1%
O=C(CCS(=O)(=O)Cc1ccccc1)N1CCN(c2ccccc2)CC1 | · | 8.9%
COc1cc(Cl)cc(/C=N/NC2=NS(=O)(=O)c3ccccc32)c1O | -1% | -0.2%
Cc1ccc2c(Cl)c(C(=O)Nc3cc(Cl)ccc3C)sc2c1 | 5% | 1.4%
Cc1cc(C)c(N2C(=O)NC(=O)C(=Cc3ccoc3)C2=O)c(C)c1 | 4% | -16%
Cc1cc(-c2nnc3n2N=C(c2ccc(-c4ccccc4)cc2)CS3)n[nH]1 | 12% | -4.6%
COc1ccc(C(=O)c2c(N)c(C#N)c(C)n2-c2ccccc2)cc1 | -1% | 3.7%
CC(C)COc1ccc(C(=O)N(Cc2ccco2)C2CCS(=O)(=O)C2)cc1 (stereo not drawn) | -1% | -3.6%
Cc1ccc(C2CC(c3ccco3)n3nc(N)nc3N2)cc1 (stereo not drawn) | -10% | -4.8%
CS(=O)(=O)N1CCN(C(=O)c2ccc([N+](=O)[O-])cc2)CC1 | 2% | -2.3%
